High-throughput results: PubChem, National Center for Advancing Translational Sciences (NCATS)
FEN1 inh – qHTS Assay for the Inhibitors of Human Flap endonuclease 1 (FEN1); Potency, µM (series often up to 114 µM), without a hit: top-dose activity change, negative = inhibition, actives largely listed as inhibitors; 0.35% of 390,000 active; Recombinant FEN1 flap cleavage, fluorescence, 15 min; AID 588795, 2011; also: nearly all actives have a fitted effect of over 65% in size
Target sequence (P39748 whole entry, looked up): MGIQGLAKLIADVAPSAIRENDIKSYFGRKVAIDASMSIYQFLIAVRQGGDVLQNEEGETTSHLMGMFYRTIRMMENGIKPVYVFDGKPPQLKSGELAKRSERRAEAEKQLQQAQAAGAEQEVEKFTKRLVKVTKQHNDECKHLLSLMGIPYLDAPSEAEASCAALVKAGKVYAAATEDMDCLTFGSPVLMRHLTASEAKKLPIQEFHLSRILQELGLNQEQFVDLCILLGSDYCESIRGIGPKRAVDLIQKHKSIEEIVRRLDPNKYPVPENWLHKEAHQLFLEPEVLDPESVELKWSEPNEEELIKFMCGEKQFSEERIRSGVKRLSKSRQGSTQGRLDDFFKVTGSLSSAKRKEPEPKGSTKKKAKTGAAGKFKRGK
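Steps: FEN1 (10 nM) dispensed; compound added by pin tool; 15 min at room temperature; substrate added to 50 nM final; reads at 0 min and 15 min; data normalized and fitted (four-parameter Hill).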
DT40 TDP1 CPT – qHTS for Inhibitors of human tyrosyl-DNA phosphodiesterase 1 (TDP1): qHTS in cells in presence of CPT | chicken DT40 Tdp1-/-;hTDP1 cells + 20 nM CPT, ATP luminescence, 48 h | Potency, µM (titrated, usually from 46.2 µM), without a hit: at the highest dose activity change, negative = growth inhibition, usual class: inhibitors | 12% of 420,000 active | AID 686979, 2013; also: nearly all actives have a fitted effect of over 55% in size
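Cell growth measured by CellTiter-Glo luminescence after a minimum 48 h, 37 C compound exposure with 20 nM CPT in Tdp1-knockout DT40 cells stably expressing hTDP1, seeded 400/well; qHTS titration format.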
N370S GC – qHTS Assay for Inhibitors and Activators of N370S glucocerebrosidase as a Potential Chaperone Treatment of Gaucher Disease; Lysosomal acid glucosylceramidase (Homo sapiens), P04062; N370S GC spleen homogenate, 4MU-glucoside fluorescence; Potency, µM (titrated, usually from 59.4 µM), for inactives: at the highest dose activity change, negative = inhibition, most hits filed as inhibitors; 0.092% of 330,000 active; AID 2101, 2009;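 also: 0% = full enzyme activity and -100% = no enzyme basal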
* = called active by the depositor; ? = inconclusive; . = no result given; & = joins results of further samples; [ ] = remark or other dose. Calls follow the shape of the dose curve; as a rule, active = well fitted curve in the direction sought with a large enough effect; inconclusive = small, poorly fitted or top-dose-only effect, or another doubt; inactive = no such curve, though single readings can be large; an effect the other way counts as inactive or inconclusive. Unless noted, % is scaled to controls: 0 for no effect and ±100 for the full control effect; potency is read from the fitted curve at half-maximal effect.

Every second line gives: DT40 TDP1 CPT | N370S GC | FEN1 inh
Cc1ccc(Cl)cc1NC(=O)Cn1c(=O)c2ccccc2n2nncc12
    4% | . | 20%
COc1ccc(C(=O)N2CCN(C3CCCCC3)CC2)c(OC)c1
    -14% | ? | 4%
CCSc1ncc(Cl)c(C(=O)N(Cc2ccccc2Cl)C2CCS(=O)(=O)C2)n1 (stereo unspecified)
    18µM* | . | 16%
CCOc1ccc(NC(=O)CSC2=Nc3ccccc3C3=NC(CC(=O)NCc4ccccc4OC)C(=O)N23)cc1 (stereo unspecified)
    ? | . | -3%
COc1cc(/C=N/NC(N)=O)ccc1OC(=O)c1ccco1
    -12% | -22% | -23%
COc1ccc(C(=O)Nc2nc(N3C(=O)c4ccccc4C3=O)n(-c3ccccc3)n2)cc1
    -14% | 6% | -2%
COc1cccc(CNC(=O)CSc2n[nH]c(-c3ccccc3Cl)n2)c1OC
    -28% | . | 15%
COc1cc(/C=N/n2cnnc2)ccc1OCCOc1ccccc1
    4% | -3% | -7%
COc1ccc(-c2csc(NC(=S)NC(=O)c3ccccc3)n2)cc1Br
    -17% | -1% | -8%
COCc1nnc(NC(=O)CC(c2ccccc2)c2ccccc2)s1
    -12% | 15% | 6%

(continued)
Every second line gives: DT40 TDP1 CPT | N370S GC | FEN1 inh
CC(C)Cc1nnc(NC(=O)Cc2ccc([N+](=O)[O-])cc2)s1
    18% | 27% | -2%
COc1ccccc1C(=O)NNC(=O)c1ccc(NC(=O)c2ccccc2)cc1
    -24% | -6% | 2%
COC(=O)c1c(NC(=O)c2ccccc2[N+](=O)[O-])sc2c1CC(C)(C)NC2(C)C
    ? | -15% | 6%
CCn1c(=O)c(C(=O)NNC(=O)c2ccccc2Cl)c(O)c2ccccc21
    ? | -8% | -12%
NC(=O)c1cc(C(=O)c2ccc(Cl)cc2Cl)c[nH]1
    -8% | -14% | 33%
COC(=O)c1cc(=O)n(-c2ccc(F)cc2)c(=Nc2ccc(F)cc2)s1
    6.5µM* | -6% | 8%
CCOC(=O)C1=C(c2ccccc2)Nc2ncnn2C1c1ccc(OC)c(OC)c1OC (stereo unspecified)
    -13% | 7% | 17%
CCn1c2ccccc2c2nnc(SCC(=O)N(C)C3CCS(=O)(=O)C3)nc21 (stereo unspecified)
    -4% | 17% | 0%
CCC(=O)c1ccc(OCC(=O)OCC(=O)Nc2sccc2C(N)=O)cc1
    2% | 0% | -22%
Cc1c(C(=O)NCc2ccc3c(c2)OCO3)sc2nc(-c3ccc(F)cc3)cn12
    ? | 0% | -19%

Later entries:
Every second line gives: DT40 TDP1 CPT | N370S GC | FEN1 inh
CC(Oc1ccc(Cl)cc1)C(=O)NCCN1C(=O)S/C(=C\c2cccnc2)C1=O (stereo unspecified)
    21µM* | -3% | -3%
Cc1ccc(C2CC(=O)NC(SCc3ccccc3)=C2C#N)cc1 (stereo unspecified)
    -22% | 4% | 4%
O=C(Cn1nc(-c2ccccc2)ccc1=O)NCCN1CCN(Cc2ccccc2)CC1
    -2% | 20% | -12%
O=C(Nc1ccc(OC(F)(F)F)cc1)c1ccc2ccccc2n1
    -2% | 22% | -7%
CC(CS(=O)(=O)c1ccc2c(c1)NC(=O)CS2)C(=O)NCc1ccccc1Cl (stereo unspecified)
    ? | 0% | -21%
CC(C)CNC(=O)c1c(-c2ccccc2)c(-c2ccccc2)nn(C)c1=O
    ? | . | -9%
Cc1n[nH]c(=O)nc1NCc1ccc(Cl)cc1
    0% | 2% | -2%
CCN1CCc2c(OCC(=O)Nc3ccc(C)cc3)cccc2C1=O
    -21% | 0% | -3%
Cc1cc(NC(=O)COC(=O)[C@@H](NS(=O)(=O)c2ccc(Br)cc2)C(C)C)no1
    ? | -3% | -1%
COc1cc(C)c(Cl)cc1S(=O)(=O)N1CCCC1
    -16% | 10% | -11%

Next part
Every second line gives: DT40 TDP1 CPT | N370S GC | FEN1 inh
COc1ccccc1CNC(=O)CSc1ncc2c(n1)-c1ccc(Cl)cc1N(Cc1ccccc1)S2(=O)=O
    ? | . | -3%
CC(C)(C)n1cn[nH]c1=S
    4% | 5% | 0%
CCCOc1nnnn1-c1ccccc1
    7% | -2% | 12%
Cn1c(-c2ccc(CN3CCCCC3)o2)nc2ccccc21
    -11% | 3% | 0%
OCCNCC(O)CN1c2ccccc2Sc2ccccc21 (stereo unspecified)
    ? | -17% | 2%
COc1ccc2nc(N3C(=O)CC(C(C)c4ccccc4)C3=O)sc2c1 (stereo unspecified)
    3% | 9% | -20%
Ic1ccc(Nc2nc(NCCN3CCOCC3)nc(N3CCOCC3)n2)cc1
    5µM* | . | -18%
CCOc1ccc(NC(=O)Cn2c(=O)n(CCC(=O)NCCc3ccccc3)c(=O)c3ccccc32)cc1
    8% | . | -4%
COc1ccc(OC)c(/C=C2\SC(=S)N(C(C(=O)O)c3ccccc3)C2=O)c1 (stereo unspecified)
    -21% | 8% | -23%
CCOC(=O)C1(Cc2cccc(OC)c2)CCN(C/C=C/c2ccc(OC)cc2)CC1
    5.8µM* | -12% | -7%

The listing continues.
Every second line gives: DT40 TDP1 CPT | N370S GC | FEN1 inh
Cc1oc(-c2ccc(Cl)cc2)cc1-c1nn2c(-c3ccoc3C)nnc2s1
    10% | -6% | -1%
CC(=O)N1CC=CC1(C)C(=O)NCc1cc(F)cc(C(F)(F)F)c1 (stereo unspecified)
    3% | 13%&0% | -1%
Cc1ccc(SCC(=O)NCCN2C(=O)CSC2=O)cc1C
    -6% | -14% | 6%
CCCCCn1c(N2CCC(Cc3ccccc3)CC2)nc2c1c(=O)[nH]c(=O)n2C
    7.3µM* | . | -9%
CCC(CO)Oc1cc(NCc2ccc(Cl)cc2)c2ncn(C(C)C)c2c1 (stereo unspecified)
    ? | . | -24%
CCOc1ccc(C(=O)N[C@H](C(=O)Nc2ccc(S(=O)(=O)Nc3nccs3)cc2)C(C)C)cc1
    11% | . | -3%
COC(=O)CCCC1=CC2=CC(=O)C(C)(OC(=O)C3CCCC3)C(=O)C2=CO1 (stereo unspecified)
    -41% | 11%&-8% | ?
S=C1NC2(CCCC2)N=C1c1ccccc1
    0% | 8% | -7%
Nc1c(-c2cccs2)cnn1-c1nc(-c2ccc(Cl)cc2Cl)cs1
    -21% | -3% | 1%
O=C(O)C1CCN(Cc2oc(CO)cc(=O)c2O)C1 (stereo unspecified)
    ? | . | 2%

Further entries:
Every second line gives: DT40 TDP1 CPT | N370S GC | FEN1 inh
CCOC(=O)c1c(C)nc2ccc(C)cn12
    -29% | . | -4%
CCOn1c(=O)c(-c2ccc(C)cc2)[n+]([O-])c2ccccc21
    5% | 2% | -5%
CCOC(=O)c1sc(N=NC2=C(O)CCCC2=O)c(C(=O)OCC)c1C
    -19% | -3% | ?
CCCC(=O)NC1=C(C#N)C2(CCCC2)Cc2ccccc21
    ? | -7% | -4%
O=C(Nc1cccc(F)c1)C1CCN(C(=O)c2ccc(Cl)cc2)CC1
    -22% | 7% | 6%
CCCn1cc(NC(=O)C2CC(c3cccc(Br)c3)=NO2)cn1 (stereo unspecified)
    ? | 6% | 3%
COc1cc(C(=O)OCC(=O)N2CCNC2=O)cc(Cl)c1OC
    7% | 4% | -6%
CNc1ccc(/C=C2\C=Cc3ccccc32)cc1Br
    ? | . | ?
CC1CN(C(=O)COC(=O)[C@@H](NC(=O)c2ccccc2Cl)C(C)C)CC(C)O1 (stereo partly specified)
    ? | . | -3%
CC[C@@]12C(=O)N(c3ccccc3)C(=O)N1[C@H](c1cccc(C)c1)[C@@H]1C(=O)N(Cc3ccccc3)C(=O)[C@@H]12
    -17% | ? | -7%

Next results:
Every second line gives: DT40 TDP1 CPT | N370S GC | FEN1 inh
CCCOc1ccc(C2C(=O)N(C3CCCCCC3)CC(=O)N2CCC)cc1OC (stereo unspecified)
    23µM* | . | -1%
Cc1cc(NC(=O)CSc2nc(C(C)C)nc3sc4c(c23)CCC(C)C4)no1 (stereo unspecified)
    18µM* | 0% | -6%
CN(C)c1ccccc1C(=O)N1CCC(n2nccc2NC(=O)C2CC2)CC1
    5% | -7% | -3%
CC1CN(CCCSc2ccc(Cl)cc2)CC(C)O1 (stereo unspecified)
    ? | 10% | 0%
CC(CNC(=O)c1sc2ncccc2c1-n1cccc1)c1ccccc1 (stereo unspecified)
    ? | . | 0%
COC(=O)CSc1cc(C)nc(NC(C)=O)n1
    0% | 2% | -7%
CCn1ncc(/C=N\NC(=O)c2ccc3c(c2)c(C)c(C)n3Cc2ccccc2)c1C
    -29% | 12% | -19%
CNC(=O)CN(c1cc(OCCOC)c(Cl)cc1Cl)S(=O)(=O)c1ccccc1
    -25% | 5% | -4%
Cc1ccc2oc(=O)cc(CN3CC(C)OC(C)C3)c2c1 (stereo unspecified)
    4% | 5% | -2%
CC(NC(=O)c1ccccc1)C(=O)Nc1ccccc1 (stereo unspecified)
    4% | . | 5%

Remaining list, next part.
Every second line gives: DT40 TDP1 CPT | N370S GC | FEN1 inh
Cc1ccc(-c2csc(NC(=O)CN3C(=O)CCC3=O)n2)cc1
    2% | -4% | 1%
O=C(c1ccccn1)c1ccc2ccccc2n1
    -7% | -2% | 8%
O=C(Nc1ccc2c(c1)OCCO2)C1CCCN(S(=O)(=O)c2cnc[nH]2)C1 (stereo unspecified)
    -22% | 17% | -2%
CCN(C(=S)Nc1cccc(C)c1)c1ccccc1
    -4% | 3% | -13%
O=C(NCc1cccs1)C1CC(c2ccc(Cl)cc2)=NO1 (stereo unspecified)
    13µM* | -2% | 0%
CCN(CC)S(=O)(=O)c1ccc(-c2nnc(SCc3nnc(-c4ccc(C)cc4)o3)o2)cc1
    -27% | 2% | 3%
Cc1nn(C)c(C(=O)NNC(=S)Nc2ccc(F)cc2)c1[N+](=O)[O-]
    -5% | 3% | -1%
CCOC(=O)C1=C(C)NC(=O)NC1c1cccc(OC)c1OCc1ccccc1Cl (stereo unspecified)
    8.2µM* | 2% | -1%
Cc1ccc2c(C(=O)CNc3nccs3)c[nH]c2c1
    ? | . | -4%
Cc1ccc(C)c(NS(=O)(=O)c2ccc3c(c2)Cc2cc(S(=O)(=O)Nc4cc(C)ccc4C)ccc2-3)c1
    21µM* | -3% | -6%

Filtered by structure, the entries above with a COOH group
Every second line gives: DT40 TDP1 CPT | N370S GC | FEN1 inh
COc1ccc(OC)c(/C=C2\SC(=S)N(C(C(=O)O)c3ccccc3)C2=O)c1 (stereo unspecified)
    -21% | 8% | -23%
O=C(O)C1CCN(Cc2oc(CO)cc(=O)c2O)C1 (stereo unspecified)
    ? | . | 2%

Following part:
Every second line gives: DT40 TDP1 CPT | N370S GC | FEN1 inh
CCOC(=O)N1CCC(NS(=O)(=O)c2ccc(C)c(Cl)c2)CC1
    ? | -10% | -3%
Cc1cc([N+](=O)[O-])nn1Cc1ccc(C(=O)N/N=C/c2ccc(F)cc2)cc1
    3% | 1% | -3%
COc1ccc(NC(=O)COc2cccc3c2CCN(Cc2cccnc2)C3=O)c(OC)c1
    12µM* | 2% | -19%
Cc1cccc(-c2nc(C#N)c(NC3CCCCC3)o2)c1
    -9% | 18% | -19%
O=S(=O)(c1ccccc1)N1CCN(CC(O)COc2ccc3c(c2)CCC3)CC1 (stereo unspecified)
    ? | 0% | -20%
O=C(C1CC1)N1CCc2cc(Br)cc(S(=O)(=O)NCc3ccccn3)c21
    -3% | 1% | -5%
O=C(COC(=O)CNC(=O)c1ccc(Cl)cc1Cl)NC(=O)NC1CCCCC1
    -2% | -2% | 2%
O=C(CS(=O)(=O)c1c[nH]c2ccccc12)N1CCCc2ccccc21
    -10% | 0% | 16%
Cc1cc(C=O)c(C)n1-c1ccc(N2CCCCC2)c([N+](=O)[O-])c1
    8.2µM* | 10% | -7%
Cc1cc(C(=S)N2CCOCC2)c(C)n1-c1ccc(F)cc1
    0% | 12% | -11%

Profiles from above. Screens in order: DT40 TDP1 CPT	N370S GC	FEN1 inh
CCOC(=O)N1CCC(NS(=O)(=O)c2ccc(C)c(Cl)c2)CC1 is entered as ?	-10%	-3%
Cc1cc(C=O)c(C)n1-c1ccc(N2CCCCC2)c([N+](=O)[O-])c1 is entered as 8.2µM*	10%	-7%

Following part
Every second line gives: DT40 TDP1 CPT | N370S GC | FEN1 inh
CN(Cc1cnn(C)c1)C(=O)c1sc2cccc(Cl)c2c1Cl
    ? | 11% | 4%
CCOc1ccc2ccc(OCC)c(/C=N/n3cnnc3)c2c1
    0% | 1% | -8%
Cc1nnc(NC(=O)CC23CC4CC(CC(C4)C2)C3)s1
    -27% | -5% | 8%
CN1CCN(CC(O)COC(c2ccccc2)c2ccccc2)CC1 (stereo unspecified)
    1% | 2% | -1%
Cc1ccc(C)c(OCCCCn2ccnc2)c1
    -26% | -3% | -16%
C=CCn1c(SC(C)CC)nc(O)cc1=O (stereo unspecified)
    -5% | -1%[12.8 µM] | 0%
COC(=O)CNc1cc(S(=O)(=O)N2CCCCC2)ccc1Oc1ccc(C(=O)OC)cc1
    ? | -5% | -1%

Only part of the results is shown; count on the stated rates, not on these rows.
